Screening data: PubChem BioAssay, National Center for Advancing Translational Sciences (NCATS)
Imprint erasure – genomic imprint erasure induction | mouse ES Peg3-LacZ reporter, beta-gal luminescence, 40 h | Potency, µM (highest dose often 60.7 µM), without a hit: at the highest dose activity change, positive = activation, most hits filed as activators | 0.02% of 110,000 active | AID 1948;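 also: 0% = negative control wells on the plate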
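Imprint erasure is scored as LacZ activity from the silenced maternal Peg3 allele in feeder-free female ES cells cultured 40 h with LIF. Luminescence is normalized to in-plate negative controls and fitted to the Hill equation.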
p53ts 32C tox – kills p53ts cells at the permissive temperature. AID 924. H1299-p53A138V at 32C, ATP luminescence viability, 24 h. Potency, µM (doses to about 46.1 µM), without a hit: top-dose activity change, negative = cytotoxicity, usual class: cytotoxic. 0.93% of 130,000 active;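 also: 0% = DMSO and -100% = full killing by reference compound; nearly all actives have a fitted effect of over 55% in size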
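ATP-content luminescence (ATPlite) read-out after 24 h compound exposure at 32C in H1299-p53A138V cells (600/well). Tested up to 46 uM. Normalized to DMSO (0%) and 100 uM tamoxifen (100% killing); Hill-fit AC50.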
p53ts 39C kill – cytotoxicity in p53ts cells at nonpermissive temperature | H1299-p53A138V viability at 39C, ATP luminescence, 24 h | Potency, µM (highest dose often 46.1 µM), inactives show at the highest dose activity change, negative = cell killing, hits mostly cytotoxic | 1.5% of 130,000 active | AID 902; also: nearly all actives have a fitted effect of over 55% in size
IkB signaling – suppresses IkB signaling in ABC-DLBCL reporter cells | Potency, µM (titrated, usually from 57.1 µM), inactives show top-dose IkBa stabilization activation | ABC-DLBCL IkBa-CBG/CBR dual luciferase ratio, 4 h; response scale: scaled: untreated 0%, proteasome inhibitor 100% | 0.04% of 110,000 active | AID 445; active = well fitted curve in the direction sought with a large enough effect in the signal ratio, not every such curve was filed as active; inconclusive = small, poorly fitted or top-dose-only effect, or a change in a side signal; the % refers to the signal ratio;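 also: the direction sought is a rising ratio; 0% = basal untreated cells and 100% = reference inhibitor full response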
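In this assay, an IκBα–CBG68 fusion accumulates when IKK-driven degradation is blocked; native CBR normalizes for cell number. OCI-Ly3 cells were treated 4 h with compound and doxycycline, then green and red light read after Chroma-Glo addition.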
* hit, by the source's call; ? = inconclusive; / = not tested or not shown; & = joins results of further samples; [ ] = remark or other dose. Unless noted, calls follow the shape of the dose curve; as a rule, active = well fitted curve in the direction sought with a large enough effect; inconclusive = small, poorly fitted or top-dose-only effect, or another doubt; inactive = no such curve, though single readings can be large; an effect the other way counts as inactive or inconclusive. Unless noted, % is scaled to controls: 0 for no effect and ±100 for the full control effect; potency is read from the fitted curve at half-maximal effect.

item	mol	Imprint erasure	p53ts 32C tox	p53ts 39C kill	IkB signaling
1	COc1ccc(N2CCN(c3nc(-c4ccccc4F)nc4ccccc34)CC2)cc1	-13%[10.9 µM]	13%	10%	?
2	Cc1ccc(NC(=O)/C(C#N)=C/c2cc(C)n(-c3ccc(Br)cc3)c2C)cc1C	-4%[10.9 µM]	3%	7%	14%
3	C[C@H](N)CCCC(C)(C)O	-10%[16.8 µM]	1%[20.6 µM]	10%[20.6 µM]	-0.3%[25.6 µM]
4	CCOc1ccc(OCC)c(NC(=O)C(NS(=O)(=O)c2ccc(Br)s2)c2ccccc2)c1 (configuration not stated)	-9%[10.9 µM]	-27%	-16%	6.2%
5	CC(C)(C)c1ccc(C(=O)N2CCCCC2CCN2CCCCC2)cc1 (configuration not stated)	-15%[10.9 µM]	-6%	-25%	1.6%
6	O=C(Nc1cccc(F)c1)N1CCC2(CCNCC2)CC1	/	-4%	-9%	0.0%[11.4 µM]
7	CCc1cccc(CC)c1N(COC)C(=O)Cn1c(C)nc2ccccc21	-12%[10.9 µM]	17%	12%	?
8	COc1ccc(CCNC(=O)C(=O)NCC(c2ccco2)S(=O)(=O)c2ccccc2)cc1 (configuration not stated)	-7%[10.9 µM]	-2%	8%	-0.4%
9	CCOc1ccc(-c2nc(SCC(=O)NCCOC)c(-c3ccc(OC)c(OC)c3)[nH]2)cc1	8%[10.9 µM]	-3%	-6%	4.4%
10	N#C/C(=C/c1ccc(N2CCCCCC2)o1)c1ccc(F)cc1	-34%[inhibitor]	4%	121%[activator]	?
11	Cc1cccc(-n2c(Cc3ccccc3)nnc2SCC(=O)N2CCOCC2)c1	9%	8%	-2%	-2.6%
12	COc1cccc(OCCSc2nc(C)c(Cc3ccccc3)c(=O)[nH]2)c1	-7%[10.9 µM]	2%	-22%	?
13	CCOC(=O)c1cc2c(C(F)(F)F)cc(-c3cccnc3)nc2o1	4%	-1%	-2%	0.2%
14	CCOC(=O)c1[nH]c(C)c(C(=O)N2CCN(C(=O)c3ccco3)CC2)c1C	-6%	7%	-8%	-0.7%
15	O=C(Cn1c(=O)n(-c2ccc(Cl)cc2)c(=O)c2oc3ccccc3c21)Nc1ccccc1	-12%[10.9 µM]	-1%	-9%	2.6%
16	CC(C)OC(=O)C(C(=O)C(F)(F)F)c1cc(NS(=O)(=O)c2ccc3c4c(cccc24)C(=O)N3)ccc1O (configuration not stated)	-16%[10.9 µM]	8%	7%	?
17	Cc1ccc(C)c(-c2ccc(=O)n(Cc3c(F)cccc3Cl)n2)c1	12%[10.9 µM]	?	?	0.0%
18	Cc1ccc2nc(Nc3ccc(Br)cc3)nc(-c3ccccc3)c2c1	-9%[10.9 µM]	2%	4%	5.5%
19	CCNc1ncc2nc(C)c(=O)n(-c3ccc(OC)cc3)c2n1	-9%	0%	-17%	1.1%[11.4 µM]
20	O=C(CSc1ccc2nnc(-c3ccccn3)n2n1)NCc1ccc2c(c1)OCO2	-24%	-4%	?	0.3%
21	CC(=O)N1c2ccc(S(=O)(=O)N3CCCCCC3)cc2CC1C(=O)NCc1cccc(F)c1 (configuration not stated)	-8%[10.9 µM]	1%	-13%	1.7%
22	CCOC(=O)c1c(NC(=O)c2cc(=O)c3ccc(C)cc3o2)sc(C)c1C	-9%[10.9 µM]	12%	1%	-1.3%
23	CC(C)c1ccc(O)c(O)c(=O)c1 (tested in a mixture with another compound)	-38%[inhibitor][10.9 µM]	?	?	9.4%[11.4 µM]
24	CCOc1ccc2nc3cc(N)ccc3c(N)c2c1	-9%	4%	-16%	/
25	CCc1ccc(NC(=O)c2cc(S(=O)(=O)N3CCCC(C)C3)cn2C)cc1 (configuration not stated)	-5%[10.9 µM]	-2%	-18%	?

Next structures
item	mol	Imprint erasure	p53ts 32C tox	p53ts 39C kill	IkB signaling
26	O=C(CN1C(=O)COc2ccc(S(=O)(=O)N3CCCC3)cc21)N1CCN(c2ccc(Cl)cc2)CC1	3%[10.9 µM]	4%	-10%	0.3%
27	COc1cc(C2C(=O)N(C3CCCCCC3)CC(=O)N2CCc2ccccc2)ccc1OC(C)C (configuration not stated)	-10%[10.9 µM]	0%	?	-3.1%
28	Cc1nn(-c2ccc(N3CCCC3)nn2)c(C)c1CCC(=O)NCc1ccccc1F	-11%[10.9 µM]	-3%	-21%	-0.5%
29	CCOC(=O)C1CCN(c2cc(=O)n(Cc3ccc(F)cc3)c(=O)[nH]2)CC1	23%	8%	8%	2.8%
30	Cc1cccc(NC(c2nnc(-c3ccccc3)o2)c2ccc(F)cc2Cl)c1C (configuration not stated)	-3%[10.9 µM]	2%	-15%	?
31	COCCNC(=O)C(c1ccc(C)cc1)N(C(=O)CCC(=O)Nc1ccccn1)C1CCCC1 (configuration not stated)	-7%	7%	-6%	0.3%
32	COc1cccc(CNC(=O)c2cc(S(=O)(=O)N3CCCCC3)cn2C)c1	6%[10.9 µM]	7%	-12%	0.7%
33	CC(C)Oc1ccc(CNC(=O)c2cccc(NC(=O)N3CCSc4ncccc43)c2)cc1	-7%[10.9 µM]	1%	-20%	?
34	Cc1ccc(CNC(=O)Cn2c(=O)n(Cc3ccccc3)c(=O)c3c2c2cc(C)ccc2n3C)cc1	11%[10.9 µM]	-6%	14%	-0.3%
35	CCOC(=O)c1cc2c(=O)n3ccccc3nc2n(CC2CCCO2)c1=NC(=O)c1ccc(F)cc1 (configuration not stated)	-9%[10.9 µM]	11%	42%[activator]	-0.4%
36	COc1cccc(NC(=O)c2nn(-c3ccc(C)cc3)c(=O)n(C)c2=O)c1	-7%[10.9 µM]	-6%	-21%	?
37	O=C1c2oc3ccccc3c(=O)c2C(c2cccc(F)c2)N1CCCO (configuration not stated)	-31%[inhibitor]	6%	8%	-1.2%
38	CCOc1ccc(NC(=O)c2c(NC(=O)Cc3ccccc3)sc3c2CCCCC3)cc1	-22%[10.9 µM]	?	10µM*	?
39	CCCNC(=O)NCCc1ccncc1	-2%	1%	0%	0.5%
40	CCN(CC)C(=O)N1CCn2c(nc3ccccc32)C1	/	1%	14%	/
41	O=C(Oc1ccc2c(c1)OCO2)c1ccc(F)cc1Cl	-7%	-14%	-14%	-1.0%
42	CCCCOc1ccccc1NC(=O)c1ccco1	-15%	12%	1%	?
43	Cc1ccc(CNC(=O)CSc2cc(C)[nH]c(=O)n2)cc1	-6%[10.9 µM]	-9%	8%	1.7%
44	CC(C)C(C)(C#N)NC(=O)CSc1nc2scc(-c3ccco3)c2c(=O)n1-c1ccccc1 (configuration not stated)	-23%	7%	-4%	0.6%
45	CC1(C)CC(N=C=O)CC(C)(CN=C=O)C1 (configuration not stated)	0%	-13%[1.84 µM]	-13%	-1.0%
46	CN1C[C@@H]2C(c3ccc(C(F)(F)F)cc3)C3(c4ccc(C#N)cc4)CC2(C3)[C@H]1c1ccccc1 (some centres not stated)	-5%	6%	-1%	/
47	CC(=O)Nc1ccc(S(=O)(=O)NCCSc2ccccn2)cc1	-12%	12%	10%	6.8%
48	COc1ccc(CCNC(=O)c2nonc2N)cc1OC	0%	-5%	10%	0.8%
49	O=C(NC1CCCC1)c1ccc2c(c1)N(Cc1ccc(C(F)(F)F)cc1)C(=O)c1ccccc1S2	-9%[10.9 µM]	12%	20%	0.4%
50	CC(=O)C1=C(O)C(=O)N(C)C1c1ccccc1F (configuration not stated)	4%	-1%	3%	-0.1%

A different layout for part of the listing above.
Under each structure: Imprint erasure	p53ts 32C tox	p53ts 39C kill	IkB signaling
[32] COc1cccc(CNC(=O)c2cc(S(=O)(=O)N3CCCCC3)cn2C)c1
→ 6%[10.9 µM]	7%	-12%	0.7%
[31] COCCNC(=O)C(c1ccc(C)cc1)N(C(=O)CCC(=O)Nc1ccccn1)C1CCCC1 (configuration not stated)
→ -7%	7%	-6%	0.3%

More structures.
item	mol	Imprint erasure	p53ts 32C tox	p53ts 39C kill	IkB signaling
51	COc1ccc(C2C(C(=O)N3CCCC3)c3cc(OC)c(OC)cc3C(=O)N2C)cc1 (configuration not stated)	-8%	-6%	-8%	-0.2%
52	Cc1ccc(NC(=O)NCCc2c(C)nn(C)c2C)c(Cl)c1	6%[10.9 µM]	2%	-20%	?
53	COCC(=O)N1CCC2(CCCN(Cc3cc(C(F)(F)F)cc(C(F)(F)F)c3)C2)CC1	/	-7%	-12%	-0.1%[11.4 µM]
54	CC(C)NS(=O)(=O)c1ccc(OCC(=O)NCc2ccccc2)cc1	-6%	2%	-1%	1.0%
55	CCSC1=C(C#N)C2(CCCCC2)C(C#N)C(=O)N1 (configuration not stated)	-10%	-16%	4%	2.1%
56	O=C(NCC(=O)N(c1cnc2ccccc2c1)C(C(=O)NC1CCCC1)c1ccncc1)c1ccco1 (configuration not stated)	11%	-4%	4%	0.4%
57	S=c1[nH]ncn1-c1ccccn1	/	-9%	4%	9.6%
58	Cc1ccc(C(=O)Nc2onc3c2CCCC3)cc1	-15%[10.9 µM]	4µM*	6.3µM*	-0.7%
59	O=C(Cn1c(=O)n(Cc2ccc(F)cc2)c(=O)c2sc3ccccc3c21)NCc1ccccc1	-6%[10.9 µM]	0%	-14%	-0.5%
60	COc1ccc(Cl)c(Cn2c(NCCCN(C)C)nc3c2c(=O)n(C)c(=O)n3C)c1	-17%	3%	5%	-0.1%
61	CCOC(=O)c1c(C)[nH]c(C(=O)OCC(=O)N2CC(C)OC(C)C2)c1C (configuration not stated)	-13%	-4%	0%	1.0%
62	CCc1cccc(C)c1NC(=O)c1cccc(C(=O)Nc2c(C)cccc2CC)c1	-2%[10.9 µM]	0%	-11%	3.6%
63	O=C(COc1ccc2ccccc2c1CN1CCOCC1)N1CCc2ccccc21	-12%	-24%	-27%	2.0%
64	COc1cccc(N2CCN(c3c4c(nc5nncn35)CCC4)CC2)c1	-20%[10.9 µM]	0%	-14%	?
65	COc1ccc(OC)c(CCNC(=O)c2ccc3[nH]c(C)c(C)c3c2)c1	-6%[10.9 µM]	1%	-10%	?
66	CCOC(=O)CSc1nnc(NC(=O)c2cccc(S(=O)(=O)N3CCCC3)c2)s1	1%	4%	3%	2.0%
67	CCCNc1ncnc2sc(C)c(C)c12	-21%	0%	-19%	2.0%
68	CC1(C)[C@@H]2CC[C@@]1(C)C(=O)C2	0%&5%&3%	-15%[1.84 µM]	4%	-1.9%
69	CC(C)=NOC[C@@H](O)COCc1ccco1	/	-1%[9.22 µM]	-12%[9.22 µM]	/
70	Cc1ccc(N2CC(NC(=O)C3CCCCC3)CC2=O)cc1 (configuration not stated)	9%[10.9 µM]	-1%	-15%	?
71	O=C(c1cc2ccccc2o1)N1CCN(c2ccccc2Cl)CC1	-13%	-3%	-16%	?
72	CCN(CC)S(=O)(=O)c1ccc2c(c1)nc(CN(C)C(=O)c1cccc(Cl)c1)n2C	6%[10.9 µM]	0%	-17%	0.5%
73	CCOc1ccc(CNC(=O)Cn2nc(C)c3sc4ccccc4c3c2=O)cc1	-18%[10.9 µM]	-3%	-3%	0.8%
74	COCC(=O)NCc1ccc2c(c1)OCO2	-12%	-9%	-11%	0.6%
75	COC(=O)c1cc(OC)c(OC)cc1NC(=O)c1c(-c2ccccc2Cl)noc1C	-14%	9%	-2%	2.2%

Of the compounds above, these have a CF3 group:
item	mol	Imprint erasure	p53ts 32C tox	p53ts 39C kill	IkB signaling
13	CCOC(=O)c1cc2c(C(F)(F)F)cc(-c3cccnc3)nc2o1	4%	-1%	-2%	0.2%
16	CC(C)OC(=O)C(C(=O)C(F)(F)F)c1cc(NS(=O)(=O)c2ccc3c4c(cccc24)C(=O)N3)ccc1O (configuration not stated)	-16%[10.9 µM]	8%	7%	?
46	CN1C[C@@H]2C(c3ccc(C(F)(F)F)cc3)C3(c4ccc(C#N)cc4)CC2(C3)[C@H]1c1ccccc1 (some centres not stated)	-5%	6%	-1%	/
49	O=C(NC1CCCC1)c1ccc2c(c1)N(Cc1ccc(C(F)(F)F)cc1)C(=O)c1ccccc1S2	-9%[10.9 µM]	12%	20%	0.4%
53	COCC(=O)N1CCC2(CCCN(Cc3cc(C(F)(F)F)cc(C(F)(F)F)c3)C2)CC1	/	-7%	-12%	-0.1%[11.4 µM]

The results go on.
item	mol	Imprint erasure	p53ts 32C tox	p53ts 39C kill	IkB signaling
76	Nn1c(Nc2ccccc2)nc2ccccc2c1=O	-11%	-7%	-24%	-5.9%
77	O=[N+]([O-])c1cccc(/C=N\N2CCN(Cc3ccccc3Cl)CC2)c1	/	1%	-4%	/
78	CCOC(=O)c1scc(-c2ccccc2)c1S(=O)(=O)Nc1ccccc1OC	-13%[10.9 µM]	-2%	-22%	?
79	Clc1ccc(OCc2nc(-c3ccncc3)no2)c(Br)c1	-28%	?	?	?
